From PubChem BioAssay
GPR55 activation: selective activators of receptor GPR55 – imaging, U2OS cells, beta-arrestin-GFP redistribution, primary screen (AID 1961) | U2OS GPR55 beta-arrestin-GFP redistribution imaging; higher % means a stronger effect | one-dose activation, % at 10 µM; EC50 in µM for titrated hits | hit rate 0.048% among 290,000;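 active = activation above 40% with more than 50 cells counted in the well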;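 also: U2OS osteosarcoma cells stably expressing GPR55 and beta-arrestin-GFP; plate controls were DMSO negative control for no effect and LPI positive control for full effect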
MgcRacGAP inhibition: MgcRacGAP GTPase-activating activity inhibitors, confirmation, biochemical, ADP Hunter fluorescence | hit rate 0.6% among 340,000 | inhibition, % at 30 µM; hits with a dose series show IC50 in µM | AID 624330 | MgcRacGAP-stimulated Rac1 GTP hydrolysis, ADP Hunter fluorescence; higher % means a stronger effect; GST-tagged Rac1 F28L mutant substrate;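 active = first-screen hits whose inhibition reached a set limit at any dose in the follow-up dose series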;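 also: fluorescence reports GDP produced by GAP-driven GTP hydrolysis; strong numbers were not always called active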
SV40 large T antigen: SV40 large T antigen inhibitors, biochemical (AID 1903); SV40 large T antigen ATPase/helicase inhibition assay; higher % means a stronger effect; inhibition, % at 20 µM, or IC50 in µM where a hit was titrated; hit rate 0.39% among 310,000; in the data active = a potency from the dose series; also: strong numbers were not always called active
NTR1 agonist: NTR1-driven beta-arrestin-GFP spot formation – imaging, U2OS cells, high content, primary screen (AID 493036). agonist mode. activation, % at 20 µM. hit rate 0.17% among 330,000;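 active = activation at or above 40% of the spot to cytoplasm intensity ratio, with at least 20 cells analyzed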;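 also: 0% = DMSO without peptide and 100% = 100 nM NTR1 peptide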
Target sequence (P30989 whole entry, looked up): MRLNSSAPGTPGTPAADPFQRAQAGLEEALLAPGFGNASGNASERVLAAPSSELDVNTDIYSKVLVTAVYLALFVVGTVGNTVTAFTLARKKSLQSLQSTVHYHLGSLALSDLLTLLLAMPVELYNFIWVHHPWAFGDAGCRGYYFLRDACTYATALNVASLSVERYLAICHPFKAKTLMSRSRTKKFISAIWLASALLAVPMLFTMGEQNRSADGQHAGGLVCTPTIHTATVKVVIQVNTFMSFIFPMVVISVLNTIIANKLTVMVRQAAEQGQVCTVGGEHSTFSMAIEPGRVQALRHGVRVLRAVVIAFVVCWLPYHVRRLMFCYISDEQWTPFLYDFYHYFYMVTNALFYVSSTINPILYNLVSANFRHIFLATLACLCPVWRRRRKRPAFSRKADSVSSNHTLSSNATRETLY
Lipid droplet: hepatic lipid droplet formation modulation. AML12 mouse hepatocytes, oleate lipid droplets, BODIPY imaging. inhibition, % at 6.5 µM. hit rate 0.4% among 240,000;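 active = lipid droplet intensity inhibited by at least 50%, with more than 500 cells counted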
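Material: mouse AML12 hepatocyte cell line, fixed after treatment; Timing: compound with oleate, overnight; Technique: high-content imaging of BODIPY-stained droplets and DAPI nuclei; Probe or stimulus: oleate, 100 µM final; Dosing: compound at 6.5 µM only.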
T cell HTS: T cell immune modulation candidate. calls only at 7 µM. AID 2052. 2C CD8+ T cell-vesicle binding, flow cytometry; active compounds read low. hit rate 0.068% among 330,000;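 active = response, share of CD8 T cells binding vesicles, and their 90th percentile fluorescence all below set limits, cut at about 80% in these data, passing the limit was not always enough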
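material = purified 2C TCR transgenic mouse naive CD8+ T cells | controls = Unloaded micro-vesicles (low), QL9 vesicles with 0.7% DMSO (high) | detection = cytometric PE anti-B7-1 and Alexa647 anti-CD8 signals after 1% paraformaldehyde fixation | incubation = binding step 1.5 h, 37 °C, antibody labelling 20 min, ice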
LYP phosphatase: PTPN22 lymphoid phosphatase activity blockers – biochemical, fluorescence intensity, uHTS (AID 1779) | recombinant LYP phosphatase, fluorescence intensity; higher % means a stronger effect | one-dose inhibition, % at 11.5 µM; IC50 in µM for titrated hits | hit rate 0.054% among 290,000; in the data active = inhibition above about 50%;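 also: plate controls were vehicle with enzyme for no effect and no enzyme for full effect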
GPR55 antagonists: inhibition of LPI-stimulated GPR55 beta-arrestin translocation – imaging, U2OS, beta-arrestin-GFP, LPI agonist, primary screen (AID 2013); U2OS GPR55 beta-arrestin-GFP translocation imaging, LPI antagonism; higher % means a stronger effect; inhibition, % at 10 µM, or IC50 in µM where a hit was titrated; hit rate 0.13% among 290,000;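 active = spots per cell inhibited over 60%, with over 100 cells counted and total cytoplasm intensity under 500,000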;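 also: U2OS cells stably carrying GPR55 and arrestin-GFP stimulated by 5 µM LPI near EC80; imaged beta-arrestin-GFP aggregate spots per cell after agonist stimulation; plate controls were LPI-stimulated DMSO wells for no effect and DMSO wells without LPI for full effect; some results filed as inactive read as strong as hits; confirmed hits need IC50 under 10 µM and bright autofluorescent wells are also inconclusive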
GPR35 antagonists: GPR35 antagonists blocking zaprinast-driven arrestin recruitment, primary screen, imaging, U2OS, beta-arrestin-GFP, zaprinast agonist (AID 2058). U2OS GPR35 beta-arrestin-GFP translocation imaging, zaprinast antagonism; higher % means a stronger effect. inhibition, % at 10 µM; hits with a dose series show IC50 in µM. hit rate 0.052% among 290,000;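 active = inhibition of at least 50% with at least 30 cells and total cytoplasm GFP at most 10,000,000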
Lipid droplet cells 6.5 µM: further read-out of Lipid droplet, marked with its call; cell count; measured here: cell count, cytotoxicity flag;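 cells counted across two imaged fields per well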
T cell HTS vesicle-bound %: recorded beside T cell HTS, whose call it bears; double positive events, %; measured here: CD8+ vesicle-bound cell fraction;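 binding gate set so that unloaded-vesicle control wells show 10% double positive cells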
NTR1 agonist cell count 20 µM: further read-out of NTR1 agonist, marked with its call; cell count; measured here: cell count, cytotoxicity flag
The depositor's hits bear a star; i = inactive; . = no result given.

SMILES	GPR55 activation	MgcRacGAP inhibition	SV40 large T antigen	NTR1 agonist	NTR1 agonist cell count 20 µM	Lipid droplet	Lipid droplet cells 6.5 µM	T cell HTS	T cell HTS vesicle-bound %	LYP phosphatase	GPR55 antagonists	GPR35 antagonists
CCCCn1c(CCNC(=O)CCC)nc2ccccc21	-0.1%	1.7%	0.1%	2.6	55	-0.8	763	i	40.2	-4.0%	13.0%	5.8%
O=C(/C=N/NC(=O)c1ccc(Cl)cc1Cl)c1ccccc1	0.0%	15.0%	14.1%	3.1	54	-36.7	665	i	9.7	-10.1%	-18.2%	0.0%
O=C(CNCc1ccco1)Nc1ccc(Oc2ccccc2)cc1	-0.4%	122µM*	8.0%	1.3	39	5.3	734	i	31.6	-7.6%	2.6%	-10.9%
COc1cc(C(=O)Nc2cccc(NC(=O)c3cccs3)c2)cc(OC)c1OC	0.7%	-4.3%	10.9%	3.5	82	12.9	789	i	56.4	-9.6%	-1.4%	-18.9%
CCOC(=O)NC1(NC(C)C)Oc2ccccc2O1	0.5%	2.4%	11.2%	2.3	95	-8.3	781	i	26.8	-8.1%	-7.1%	-11.2%
CCOc1ncccc1C(=O)Nc1ccc2nc(C)sc2c1	1.0%	1.5%	8.4%	1.1	55	2.8	792	i	22.2	-7.2%	4.6%	6.5%
O=C(c1cc([N+](=O)[O-])cc([N+](=O)[O-])c1)N(c1ccccn1)c1ccccn1	-0.2%	7.8%	20.8%	2.1	82	-20.2	646	i	8.3	8.0%	3.5%	6.8%
O=C(COc1ccc(Br)cc1)N/N=C1/SCC(=O)N1Cc1ccco1	0.0%	2.7%	2.2%	1.4	59	3.6	741	i	46.2	-2.5%	-0.8%	17.0%
COC(=O)c1cc(C(=O)Nc2nc3ccccc3[nH]2)cc([N+](=O)[O-])c1	0.2%	5.3%	15.9%	3.7	56	17.3	780	i	43.6	-8.6%	7.9%	-2.6%
Cc1ccccc1OCC(=O)Nn1c(COc2ccccc2)nc2ccccc2c1=O	0.0%	9.6%	5.2%	2.3	55	-4.9	788	i	32.2	0.3%	-6.0%	-8.9%
COC(=O)c1cc(=O)c2cccc(OC)c2[nH]1	-0.2%	4.5%	7.6%	0.1	37	3.8	751	i	48.1	-6.0%	11.1%	-7.3%
COc1ccc(S(=O)(=O)N2CCCC2)cc1C(=O)N1CCCCC1	0.0%	-3.0%	26.0%	-0.6	55	7.3	827	i	32.2	-2.5%	7.4%	-5.4%
CC(C)(C)OC(=O)NCCc1nnc(SCc2ccccc2Cl)o1	-0.1%	-2.4%	-0.3%	-1.5	83	.	.	i	43.9	-10.6%	-1.0%	7.7%
CCCCNC(=O)c1ccc(Cn2c(=S)[nH]c3c([nH]c4ccc(OC)cc43)c2=O)cc1	-0.4%	10.0%	12.0%	4.3	54	-46.1	603	i	35.8	2.9%	8.0%	2.5%
Nc1nc(SCc2cccc(Br)c2)n[nH]1	0.3%	-15.2%	11.9%	-0.2	58	5.1	893	i	60.0	-10.4%	-10.5%	0.9%
Cc1ccc(NC(=O)Cn2c(=O)n(CCCC(=O)NCc3ccco3)c(=O)c3ccccc32)cc1	-0.1%	3.0%	9.2%	-0.2	42	-0.2	758	i	14.3	9.0%	1.3%	13.9%
CCN(CC)S(=O)(=O)c1ccc(N2CCOCC2)c(NC(=O)C2=COCCO2)c1	-0.1%	6.8%	2.9%	2.4	66	-41.1	634	i	31.7	-4.9%	4.7%	0.3%
CCCC1C2C(=O)N(c3ccc(OC)cc3)C(=O)C2ON1c1ccccc1 (stereo not given)	-0.1%	5.3%	2.6%	1.3	78	4.6	840	i	13.5	-3.2%	4.5%	8.9%
CCc1ccccc1NC(=S)Nn1cnnc1	0.3%	6.3%	29.6%	1.8	79	-4.7	724	i	5.8	-11.2%	-8.2%	5.8%
COc1ccc(NC(=O)Cn2c(=O)oc3cc(S(=O)(=O)N4CCCC4)ccc32)cc1	-0.1%	3.7%	.	1.7	57	1.7	738	i	38.0	-10.9%	8.8%	-8.7%
COc1ccc(C)cc1NC(=O)CCC(=O)Nc1nnc(C(F)(F)F)s1	0.0%	5.0%	6.1%	-1.5	59	.	.	i	59.6	-8.9%	6.1%	-6.0%
CNS(=O)(=O)c1cccc(C(=O)NNC(=O)c2ccc(COc3ccccc3)cc2)c1	0.2%	5.3%	10.7%	-1.3	54	-1.1	727	i	31.2	-10.5%	0.3%	-4.0%
Cn1c(SC(C(=O)Nc2ccc(F)cc2)c2ccccc2)nc2ccccc21 (stereo not given)	0.1%	0.5%	19.1%	4.2	88	-29.9	496	i	53.3	-8.4%	-0.2%	16.1%
CC(=O)c1cccc(CN2CCCC(C(=O)c3ccc4c(c3)OCO4)C2)c1 (stereo not given)	0.1%	2.9%	8.3%	-1.3	67	-0.4	736	i	50.4	-6.1%	15.0%	19.1%
COc1ccc(CN2C(=O)C(CC(C)C)Nc3ncnc(N4CCN(c5ccccc5)CC4)c32)cc1 (stereo not given)	.	4.4%	10.5%	5.2	61	.	.	i	23.1	.	.	.
Cc1ccccc1N1C(=O)C(Oc2ccc(Cl)cc2)C1CNCC1CCCO1 (stereo not given)	0.2%	6.8%	7.4%	-0.4	97	-9.6	710	i	62.0	-9.3%	9.3%	-3.6%
CCN(CC(=O)NCc1ccc(F)cc1)C(=O)/C=C/c1ccco1	-0.4%	15.2%	8.7%	1.4	45	4.1	734	i	23.5	-2.9%	8.8%	1.8%
Cc1n[nH]c(=O)c2c(NC(=O)CSc3nn(-c4ccc(F)cc4)c(=S)s3)oc(C)c12	.	6.7%	35.9%	-0.7	57	.	.	i	21.2	.	.	.
COc1cc(/C=N/NC(=O)CNC(=O)/C=C/c2ccco2)cc(OC)c1OC	-0.1%	5.4%	3.5%	0.6	42	-43.2	770	i	30.4	-2.2%	-10.3%	2.2%
CN1c2ccccc2C(=O)NC1c1ccc(Cl)cc1 (stereo not given)	0.4%	-2.2%	10.1%	-0.4	27	5.3	665	i	25.0	-5.3%	-1.3%	2.3%
Cc1cc(-n2c(SCC(=O)Nc3ccc(Br)cc3)nc3n[nH]c(C)c3c2=N)ccc1Cl	-0.3%	11.3%	13.1%	8.4	64	-0.7	735	i	61.9	-2.8%	12.4%	7.1%
CC(NC(=O)CSc1nc2ccccc2n1CCC#N)c1ccc(F)cc1 (stereo not given)	-0.1%	6.9%	8.0%	-0.4	30	-11.3	752	i	28.7	-6.0%	0.1%	8.6%
Cc1ccc(CNC(=O)c2ccc(N3CCC4(CC3)CC(c3ccccc3)=NO4)c(N)c2)cc1	-0.2%	7.1%	4.9%	10.7	83	52.2*	776*	i	14.8	-12.5%	3.5%	-8.3%
CCCCN(C)Cc1c(O)ccc2c(=O)c(-c3ccccc3OC)coc12	0.3%	-6.1%	11.2%	-0.3	56	3.8	851	i	72.2	-11.6%	2.5%	10.0%
O=C(Nc1ccc2c(c1)CCCN2C(=O)c1cccs1)c1cccc(F)c1	0.8%	-27.4%	-14.0%	-1.5	45	4.6	736	i	14.7	-1.7%	8.5%	-7.5%
COc1ccc(CCN2Cc3c(N)cccc3C2=O)cc1OC	-0.1%	5.2%	26.6%	0.3	92	.	.	i	51.3	-7.2%	-12.4%	-0.8%
Cc1c(C(c2ccc(N(C)C)cc2)c2c(C)n(C)n(-c3ccccc3)c2=O)c(=O)n(-c2ccccc2)n1C	0.7%	-5.9%	7.8%	0.2	110	-4.7	659	i	56.5	1.4%	12.4%	-4.9%
Cc1cc(/C=N/NC(=O)C(=O)NCc2ccccn2)c(C)n1-c1ccccc1	-0.4%	0.4%	11.1%	-0.4	35	7.7	617	i	7.1	-7.9%	-6.1%	2.3%
O=C(COC(=O)c1ccc([N+](=O)[O-])o1)Nc1nc2ccccc2s1	-0.1%	18.2%	31.9%	0.6	57	-0.3	755	i	33.3	-1.9%	3.4%	-0.7%
CC1CCN(C(=O)CN(c2ccccc2)S(=O)(=O)N(C)C)CC1	-0.2%	5.3%	11.2%	-0.3	41	-1.9	680	i	32.2	-1.1%	14.5%	-12.1%
O=c1[nH]c(CSc2ncccn2)nc2c1cnn2-c1ccccc1	0.6%	9.4%	2.8%	-1.8	52	-7.7	666	i	51.9	-5.7%	5.2%	-7.5%
CC(NS(=O)(=O)c1ccc(Br)cc1)C(N)=O (stereo not given)	-0.1%	3.8%	3.6%	-0.9	60	19.6	669	i	4.3	0.9%	5.5%	-3.1%
Cc1ccc(S(=O)(=O)N2CCN(C3CC(=O)N(Cc4ccccc4)C3=O)CC2)cc1C (stereo not given)	0.1%	-8.9%	3.7%	0.5	59	.	.	i	13.9	-1.4%	2.8%	-1.5%
OC(COc1cccc2ccccc12)CN1CCN(c2cccc(Cl)c2)CC1 (stereo not given)	0.0%	7.3%	9.2%	16.6	104	8.0	671	i	36.9	-3.8%	4.1%	-1.3%
Oc1ccc(/C=N/Nc2nc(N3CCCCCC3)nc(N3CCCCCC3)n2)c(O)c1	0.8%	13.4%	4.7%	43.6*	69*	3.1	646	i	65.2	6.3%	56.5%	35.9%
Cn1c(C(=O)N2CCCCCC2)cc2c(=O)n(C)c3ccccc3c21	-0.2%	4.7%	2.9%	6.9	48	.	.	i	39.1	-1.5%	7.1%	6.4%

3 of the entries above in order of the MgcRacGAP inhibition value, low to high:
SMILES | GPR55 activation | MgcRacGAP inhibition | SV40 large T antigen | T cell HTS | T cell HTS vesicle-bound % | LYP phosphatase | GPR55 antagonists | GPR35 antagonists
Cn1c(C(=O)N2CCCCCC2)cc2c(=O)n(C)c3ccccc3c21 | -0.2% | 4.7% | 2.9% | i | 39.1 | -1.5% | 7.1% | 6.4%
CC(NC(=O)CSc1nc2ccccc2n1CCC#N)c1ccc(F)cc1 (stereo not given) | -0.1% | 6.9% | 8.0% | i | 28.7 | -6.0% | 0.1% | 8.6%
O=C(COC(=O)c1ccc([N+](=O)[O-])o1)Nc1nc2ccccc2s1 | -0.1% | 18.2% | 31.9% | i | 33.3 | -1.9% | 3.4% | -0.7%
